Wnt bcat act: Wnt/beta-catenin pathway activation; AID 743398; Wnt/beta-catenin reporter cell assay, activator, plate reader; 300,000 tested, 1.2% active; activation, % at 9.35 µM; in the data active means activation above about 30%, passing the limit was not always enough;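 further: 0% = neutral control wells and 100% = positive control wells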
SR-BI HDL uptake: blocks mouse SR-BI lipid uptake from DiI-HDL; 320,000 tested, 0.96% active; Q61009; inhibition, % at 12.5 µM; ldlA[mSR-BI] CHO cells, DiI-HDL uptake fluorescence, 3 h;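 active means mean replicate inhibition of at least 70% and a set share of replicates each scoring 70 or more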;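 further: 0% = median of neutral control wells and 100% = median of positive control wells; values of inactives mirror those of a sister screen read the other way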
SR-BI DiI-HDL act: SR-BI HDL lipid transfer activation | CHO ldlA[mSR-BI] cells, DiI-HDL uptake fluorescence, 3 h; 100 = double the neutral-control signal | 320,000 tested, 0.096% active | activation, % at 12.5 µM;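 active means mean replicate activation of at least 60% and every replicate at or above 60%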;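 further: 0% = median plate neutral-control signal and 100% = twice that signal; values of inactives mirror those of a sister screen read the other way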
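System: CHO ldlA[mSR-BI] cells / Medium: HEPES-buffered (25 mM, pH 7.4) F12 plus 0.5% BSA / Probe or stimulus: labelled HDL, 10 µg/mL / Doses: single compound concentration, delivered by pin transfer / Schedule: 3 h, 37 °C / Measured by: DiI fluorescence, bottom read / Measure: cell-associated DiI fluorescence as measure of HDL uptake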
dFosB activator: activators of mouse delta FosB homodimer. purified delta FosB, TAMRA-CDK5 oligo fluorescence polarization; percent of positive-control signal above neutral wells. activation, % at 25 µM. 340,000 tested, 0.99% active. AID 493131;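 active means mean activation above about 17%, with every replicate also reaching it, limit read from the data, passing the limit was not always enough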;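 further: fluorescence polarization rise as delta FosB binds a TAMRA Cdk5 AP-1 oligo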
MITF act: activators of MITF-driven TRPM1 promoter activity in SK-MEL-5 cells. SK-MEL-5 TRPM1-promoter luciferase, 24 h; % of positive control, neutral wells = 0. activation, % at 12.5 µM. 300,000 tested, 0.75% active;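 active means mean activation of at least 80% with every replicate also reaching 80%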;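 further: 0% = neutral control wells and 100% = parthenolide positive control wells; values of inactives mirror those of a sister screen read the other way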
HTR5A ag: counter-screen for OPRM1-OPRD1 agonists: human HTR5A agonism; AID 504692; HTR5A agonist assay, luminescence, cell-based; 340,000 tested, 0.61% active; P47898; activation, % at 9.3 µM; in the data active means activation mostly above about 9.5%, no sharp cut-off; inactive means mostly below about 7.6%;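 further: 0% = cells with vehicle only and 100% = reference agonist; strong numbers were not always called active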
Rtt109 Vps75: C. albicans Rtt109 histone acetyltransferase inhibition; inhibition, % at 34.9 µM; Q5AAJ8; purified Rtt109/Vps75, ThioGlo CoA-SH fluorescence, 4 h; 330,000 tested, 0.16% active;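 active means inhibition of at least 50% in every replicate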
Target sequence (Q5AAJ8 whole entry, looked up): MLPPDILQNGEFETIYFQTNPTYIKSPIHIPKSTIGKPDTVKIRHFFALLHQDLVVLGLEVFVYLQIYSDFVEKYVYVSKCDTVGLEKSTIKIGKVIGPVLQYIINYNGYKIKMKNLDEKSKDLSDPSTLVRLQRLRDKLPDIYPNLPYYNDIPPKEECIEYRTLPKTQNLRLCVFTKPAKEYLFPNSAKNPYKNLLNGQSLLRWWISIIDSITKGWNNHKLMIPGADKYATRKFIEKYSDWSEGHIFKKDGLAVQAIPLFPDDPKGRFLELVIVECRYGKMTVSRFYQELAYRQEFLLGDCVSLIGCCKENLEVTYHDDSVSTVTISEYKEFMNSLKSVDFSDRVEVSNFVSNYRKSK
CDK5 p35 inh: CDK5/p35 (human) kinase inhibition; Q00535+Q15078; Recombinant CDK5/p35, ADP-Glo luminescence, 60 min; inhibition, % at 10 µM; 330,000 tested, 0.01% active; AID 488839;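 active means highest replicate inhibition of at least 50% and at least 75% of replicates reaching 50%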;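 further: plate controls were DMSO neutral control for no effect and GW8510 at 10 µM for full effect; many of its hits are not listed in these tables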
Target sequence (Q00535 whole entry, looked up): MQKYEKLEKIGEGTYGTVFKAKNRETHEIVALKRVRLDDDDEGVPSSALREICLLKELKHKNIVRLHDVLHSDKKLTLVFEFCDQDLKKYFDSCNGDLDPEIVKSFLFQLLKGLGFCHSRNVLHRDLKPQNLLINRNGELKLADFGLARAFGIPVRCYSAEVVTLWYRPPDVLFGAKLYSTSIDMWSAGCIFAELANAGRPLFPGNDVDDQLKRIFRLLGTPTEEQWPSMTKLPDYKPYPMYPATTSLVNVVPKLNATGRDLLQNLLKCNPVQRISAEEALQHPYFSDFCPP
Target sequence (Q15078 whole entry, looked up): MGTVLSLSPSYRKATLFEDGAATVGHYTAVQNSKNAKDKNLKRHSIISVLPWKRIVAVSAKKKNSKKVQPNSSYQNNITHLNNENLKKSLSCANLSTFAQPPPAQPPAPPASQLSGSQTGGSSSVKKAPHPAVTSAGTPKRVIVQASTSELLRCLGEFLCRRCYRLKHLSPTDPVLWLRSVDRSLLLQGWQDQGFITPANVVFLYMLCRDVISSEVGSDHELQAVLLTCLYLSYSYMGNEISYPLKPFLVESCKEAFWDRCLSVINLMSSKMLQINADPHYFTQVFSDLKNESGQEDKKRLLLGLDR
RTF Ca sens act: cardiac RTF calcium sensitization | P19429+P45379 | IANBD-labeled TnC RTF fluorescence at EC20 calcium; 0% EC20 calcium, 100% full calcium | activation, % at 7.2 µM | 340,000 tested, 0.24% active;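 active means activation above the mean over all tested compounds plus 3 SD, cut at about 30% in these data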;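 further: rise in fluorescence read as greater calcium sensitivity of cardiac thin filaments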
PvdQ acylase: blocks Pseudomonas aeruginosa PvdQ acylase activity; purified PvdQ acylase, fluorescence plate reader; inhibition, % at 10 µM; 340,000 tested, 0.063% active; AID 488965; in the data active means inhibition above about 30%, passing the limit was not always enough;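 further: 0% = vehicle neutral wells and 100% = reference inhibitor wells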
Numbers without * were called inactive; / = no result given; & = joins results of further samples.

compound	RTF Ca sens act	PvdQ acylase	SR-BI HDL uptake	MITF act	CDK5 p35 inh	HTR5A ag	dFosB activator	SR-BI DiI-HDL act	Wnt bcat act	Rtt109 Vps75
COc1ccc(-c2nnn(CC(=O)OC3CCCCC3)n2)cc1OC	-5.0	-1.9	-11.5	-7.7	-0.2	-0.5	-9.7	11.5	-2.5	5.6
Cc1ccc(N2CC(C(=O)N3CCCCC3)CC2=O)cc1C (configuration not stated)	3.4	-7.1	-5.5	2.1	-0.2	-6.0	1.0	5.5	1.2	0.5
Cc1ccc(NC(=O)N2CCCC(c3nc(-c4ccc(F)cc4)no3)C2)cc1 (configuration not stated)	1.3	-13.3	-30.9	3.4	0.0	-2.4	-8.6	30.9	-2.0	2.2
O=C(c1ccc([N+](=O)[O-])cc1)N(Cc1cccs1)C1CCS(=O)(=O)C1 (configuration not stated)	4.4	8.1	-15.1	0.7	3.2	2.2	-0.9	15.1	2.5	5.9
CCNC(=O)c1sccc1-n1cccc1	7.3	-1.7	5.1	-2.2	-5.7	-1.8	-4.5	-5.1	2.4	-1.2
CCC(CC)COC(=O)C1=C(C)NC(=O)NC1c1ccccc1Br (configuration not stated)	7.2	-16.5	-6.3	/	-0.2	3.9	-6.8	6.3	-3.2	-2.5
Cc1ccccc1Cn1cnc2c(nnn2Cc2ccc(F)cc2)c1=O	-2.1	-11.6	-6.6	1.0	0.5	0.3	5.8	6.6	/	-1.6
CC(=O)c1cccc(NC(=O)C(C)OC(=O)Cc2c[nH]c3ccccc23)c1 (configuration not stated)	0.0	-3.0	1.6	-2.8	-0.2	1.5	-9.8	-1.6	0.2	-19.4
CCCC(c1nnnn1C(C)(C)CC)N(Cc1ccco1)Cc1cc2ccc(OC)cc2[nH]c1=O (configuration not stated)	-6.1	2.9	14.2	-10.7	-0.3	-1.2	-9.0	-14.2	/	-9.2
CCN(/C=N/c1sc2c(c1C#N)CC(C)(C)NC2(C)C)CC	-1.4	-7.7	6.7	4.7	1.6	-0.9	0.3	-6.7	/	-1.2
O=C(COC(=O)c1ccccn1)Nc1cccnc1Cl	-0.4	-3.1	-3.6	-6.5	-0.9	-0.8	1.4	3.6	10.1	-2.9
O=C(Nc1ccc2c(c1)OCCO2)C1CCN(C(=O)c2ccc([N+](=O)[O-])cc2)CC1	-2.0	7.8	-29.0	10.7	-0.1	-4.8	1.4	29.0	-2.3	44.2
COc1nc(N)nc(NC23CC4CC(CC(C4)C2)C3)n1	-2.7	18.3	-14.2	13.7	-0.7	-5.7	-15.6	14.2	/	-0.9
COC(=O)c1c(C)cc(O)cc1O	-1.3	-3.3	-11.7	/	1.6	-5.0	0.8	11.7	-3.3	-0.7
CCCCOC(=O)c1ccc(S(N)(=O)=O)o1	-6.4	4.5	-4.8	10.3	1.7	-1.0	1.0	4.8	/	-0.6
Cc1ccc(Cl)cc1-n1c(=O)cc(N2CCN(C(=O)c3ccco3)CC2)[nH]c1=O	-3.0	0.2	-10.6	-4.7	-2.1	-2.8	0.5	10.6	0.4	6.8
O=C1C=C(c2ccc3c(c2)OCCO3)C[C@@H](c2ccc(F)cc2)C1	-6.5	12.3	-5.5	18.4	-1.8	-1.5	4.7	5.5	8.1	10.5
COc1ccc(OC)c(/C=N/NC(=O)C(=O)N2CCCC2)c1	12.4	-7.2	-6.8	2.5	0.5	6.0	0.8	6.8	-2.2	-0.3
Cc1cccc(N(C(=O)c2ccc(CN3CCOCC3)o2)C(C(=O)NC(C)(C)C)c2ccc(F)cc2)c1 (configuration not stated)	-4.0	-9.2	-26.8	-0.2	-0.6	-1.3	2.3	26.8	/	4.9
COCCn1c(SCC(=O)NC2CCCC2)nnc1-c1ccco1	-0.9	-6.5	-1.8	7.5	0.1	0.3	-0.7	1.8	-2.6	-7.2
Cc1ccc(S(=O)(=O)n2nc(OC(=O)c3ccccc3F)cc2N)cc1	-1.9	-12.3	-0.2	-10.2	-1.7	-5.3	0.2	0.2	1.2	9.5
CCOC(=O)C(c1ccccc1)C(Nc1ccc(Cl)c(Cl)c1)c1ccccn1 (configuration not stated)	/	-12.1	12.0	/	1.1	/	-5.5	-12.0	0.3	-1.1
CCS(=O)(=O)Nc1ccc(C(=O)OC)cc1	1.0	-8.4	4.7	/	-0.8	3.9	-0.7	-4.7	11.7	-5.5
COc1ccc(NC(=O)CCN2CCCCCC2)cc1	-7.7	9.6	3.3	-2.8	-0.4	0.6	-1.3	-3.3	/	8.3
CCOC(=O)c1ccc(NC(=O)CCC(=O)NCc2ccco2)cc1	3.2	-6.9	2.2	/	-1.1	-1.1	4.4	-2.2	-2.9	-3.1
Cc1oc2c(c(C)cc3oc(=O)c(CC(=O)N[C@@H](C)C(=O)O)c(C)c32)c1C	6.6	-9.9	-23.9	-0.7	-0.1	3.9	3.9	23.9	0.8	-6.1
COC(=O)Cn1c(CN2CCC(Cc3ccccc3)CC2)nc2c1c(=O)n(C)c(=O)n2C	4.5	15.8	5.0	2.0	5.8	7.3	-2.9	-5.0	/	2.5
Cc1nn(-c2ccccc2)c(C)c1C(=O)OCC(=O)N1CCN(S(=O)(=O)c2ccccc2)CC1	-0.9	-18.0	14.3	6.7	-0.2	-2.4	-10.1	-14.3	/	4.8
COc1ccc2c(c1)C(NC(C)=O)C(=O)N2C (configuration not stated)	-1.7	-19.7	-21.0	-3.2	0.0	3.0	6.1	21.0	/	4.2
Cc1cc(S(=O)(=O)N2CCCC(C(=O)Nc3ccc(C(=O)O)cc3)C2)ccc1Cl (configuration not stated)	15.6	-8.5	-1.7	-7.2	1.6	0.4	-1.0	1.7	0.9	1.6
O=[N+]([O-])c1cccc(C=NNc2ccc3ccccc3n2)c1O	-5.6	-13.1	11.0	-81.0	3.6	-9.2	-10.3	-11.0	-2.2	-1.3
COC(=O)c1ccccc1NC(=O)c1sc(N)nc1C	0.0	-3.5	/	3.1	-0.7	-1.3	-4.3	/	-0.6	0.9
COC(=O)c1cccc(NC(=O)CC2C(=O)NCCN2C(=O)Nc2cc(C)cc(C)c2)c1 (configuration not stated)	-6.8	-4.2	-18.5	-3.8	-0.7	3.4	-7.5	18.5	0.3	-0.9
C/C(=N/NC(=O)c1ccc(Cl)cc1Cl)c1cccnc1	-2.4	17.6	-14.4	/	1.3	0.6	-1.6	14.4	/	7.7
CC1=NN(c2ccc(C(=O)OC(C)C)cc2)C(=O)/C1=C\C=C\c1ccco1	-0.5	-16.1	6.4	-11.9	1.6	-0.8	-9.0	-6.4	-3.0	0.0
CN(C)CCCNC(=O)c1cc(Br)ccc1Cl	1.0	-2.7	-10.4	/	-0.4	-0.8	0.5	10.4	-2.4	-2.6
Cc1ccccc1C(=O)NCC(=O)OCC(=O)NC(C)C1CC2CCC1C2 (configuration not stated)	-5.4	-16.7	-25.4	5.4	0.1	2.9	-1.4	25.4	-1.1	1.6
O=C(CC(c1ccccc1)c1ccccc1O)N1CCCCC1 (configuration not stated)	-6.7	-23.0	0.6	/	-4.9	-2.5	-10.2	-0.6	9.0	-5.0
Cc1ccc(CNC(=O)c2cc3c(-c4ccc(Cl)cc4)nn(C)c3s2)o1	-3.8	-0.3	76.4*	-25.1	0.8	7.3	-20.7	-76.4	-1.8&-3.0	6.7
Cc1ccc(-c2nnc(SCC(=O)Nc3nccs3)n2N)cc1	3.4	-8.2	-1.5	-4.1	-0.6	-2.8	-3.3	1.5	-2.8	-1.3
CCc1ccc(OCC(=O)NNC(=O)c2cc(S(=O)(=O)N(C)C)ccc2N2CCCC2)cc1	-15.1	3.6	45.7	-8.7	1.6	-4.3	-5.7	-45.7	7.0	2.9
O=C(c1cc(COc2c(F)cccc2F)on1)N1CCN(C2CCCCC2)CC1	0.3	6.7	-3.4	-3.9	0.7	-3.2	-7.7	3.4	0.0	4.9
CN(C)CCCOC(=O)c1ccccc1	3.2	-5.4	-6.9	0.5	-1.9	0.9	-2.0	6.9	/	-3.6
CN(C(=O)c1ccccn1)c1nnc(-c2ccccn2)s1	1.7	-5.6	-7.4	57.2	0.1	0.6	-7.6	7.4	/	/
CCCc1cc(C(=O)Nc2cnn(Cc3ccc(F)cc3)c2)no1	3.4	-10.2	/	-7.6	-0.8	-0.5	1.4	/	19.9	-5.1
O=C(NCc1cccc(Br)c1)C1CC2Cn3c(nc4ccccc43)C2N1c1ccccc1 (configuration not stated)	3.0	-9.1	-2.3	-6.5	1.6	-5.9	5.6	2.3	0.5	4.5
Cc1cc(C)n(CCN(C)C(=O)C2CCC(=O)N(CCN3CCOCC3)C2)n1 (configuration not stated)	-1.0	-10.1	-27.0	8.3	0.2	-3.4	1.8	27.0	-0.4	-11.7
O=C(NCCc1ccccc1)C1CCCN(c2ncnc3c2nc2n3CCCCC2)C1 (configuration not stated)	3.1	-9.7	0.0	2.7	/	0.2	-8.5	0.0	-0.7	3.2
CCOC(=O)c1cc(NC(=O)N(CC)CC)c(C)nc1C	2.2	-10.9	-13.0	0.9	3.3	-0.6	-0.5	13.0	-4.1	7.5
CCc1ccc(CCC(=O)Nc2nnc(C)s2)o1	-0.9	-18.2	-19.6	-9.3	-0.6	-3.5	1.4	19.6	/	2.9
COCCCNC(=S)NNC(=O)c1ccccn1	6.8	-7.6	-4.9	-5.0	-1.9	3.5	0.7	4.9	1.6	-7.6
FC(F)(F)c1ccc(N2CCN(Cc3ccc4c(c3)OCO4)CC2)nc1	-13.7	4.4	-31.9	3.4	2.8	8.7	-1.8	31.9	/	/
CCC(=O)N1CCN(c2ccc(Cl)cc2NC(=S)NC(=O)c2ccco2)CC1	-0.4	-18.4	65.2	-7.0	-0.3	2.0	-7.5	-65.2	-0.7	1.4
CCOC(=O)CSc1nnc(-c2ccccc2)o1	-2.3	-3.2	/	-4.3	-0.7	-3.1	12.5	/	/	6.8
Cc1nnc(SCc2nnc(-c3ccc(Cl)cc3)o2)n1-c1ccccc1	-1.2	-13.9	16.7	15.4	1.5	5.7	-7.8	-16.7	/	-2.3
COc1ccc(OC)c(C2=Nn3c(nnc3-c3ccco3)SC2)c1	-0.8	16.5	9.0	-14.5	1.2	0.5	-15.0	-9.0	/	6.0
CC(C)(C)NC(=S)NNC(=O)c1ccncc1	0.8	0.1	-185.1	-10.3	0.7	1.3	2.5	185.1*	-0.6	-3.8
O=C(NCC1CCCO1)C(c1cccs1)N(Cc1ccccc1)C(=O)c1ccc(-c2ccccc2)[nH]1 (configuration not stated)	2.2	-8.8	2.9	-3.9	-0.6	8.0	-15.6	-2.9	-3.3	11.3

Screens as filed in PubChem.
